Mcl1-Bid inh: disrupts binding of human Mcl-1 to Bid peptide. TR-FRET Mcl-1/Bid-Dy647 peptide binding, 1536-well. inhibition, % at 21.7 µM. actives 0.97% (n = 220,000);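 active = compounds that cut the binding signal by more than half at the single screening dose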;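 note: His-tagged Mcl-1 with europium anti-His antibody binding Bid BH3 peptide; 0% = Mcl-1 plus peptide wells and 100% = peptide-only wells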
RGS4-Gao reg: human RGS4-Galphao interaction regulation; actives 0.33% (n = 220,000); Multiplexed bead flow cytometry, RGS4-Galphao binding; actives lie on both sides; binding response (% of control), % at 10 µM; AID 1415; P09471; in the data active = binding response below about 49% or above about 150%; inactive = in between;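 note: fluorescent Galphao activated with aluminum fluoride binding bead-coupled RGS4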
Target sequence (P09471 whole entry, looked up): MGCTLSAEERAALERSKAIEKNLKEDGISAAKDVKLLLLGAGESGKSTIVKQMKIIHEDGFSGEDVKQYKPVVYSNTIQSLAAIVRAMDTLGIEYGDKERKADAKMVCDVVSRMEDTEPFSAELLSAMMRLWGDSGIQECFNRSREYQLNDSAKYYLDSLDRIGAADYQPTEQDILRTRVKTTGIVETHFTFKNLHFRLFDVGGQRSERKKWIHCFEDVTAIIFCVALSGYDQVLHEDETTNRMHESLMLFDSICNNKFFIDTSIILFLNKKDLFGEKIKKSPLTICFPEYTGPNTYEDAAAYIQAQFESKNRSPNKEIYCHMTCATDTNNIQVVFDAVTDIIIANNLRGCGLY
RGS8-Gao reg: modulates binding of RGS8 to human Galphao; AID 1423; multiplexed bead flow cytometry; actives lie on both sides; response (percent of control binding), % at 10 µM; P09471; actives 0.34% (n = 220,000); in the data active = response below about 60% or above about 140%; inactive = in between;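 note: Galphao activated as the GDP aluminium fluoride complex binding bead-coupled RGS8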
RGS7-Gao reg: modulates binding of RGS7 to human Galphao. P09471. Multiplexed bead flow cytometry; actives lie on both sides. actives 0.35% (n = 220,000). binding response (% of control), % at 10 µM; in the data active = binding response below about 49% or above about 150%; inconclusive = no clear call, values can overlap the other calls; inactive = in between;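 note: fluorescent Galphao held in activated GDP-AlF4 state binding bead-coupled RGS7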
An asterisk follows results filed as active; u = inconclusive; x = no result given. An excerpt (hit frequency here may not be typical).

compound	RGS8-Gao reg	RGS4-Gao reg	RGS7-Gao reg	Mcl1-Bid inh
CC(C)CCOC(=O)C(C)Sc1n[nH]c(=O)[nH]c1=O (stereo not given)	104.0	102.9	u	-4.9
O=C(O)c1ccccc1-c1ccccc1C(=O)NNc1ccc([N+](=O)[O-])cc1	101.0	98.6	u	-28.6
Fc1ccc(-c2cc(-c3cccs3)cc(-c3ccccc3)n2)cc1	107.7	109.3	u	-2.7
Cn1c(=O)c2c(nc(Cc3ccccc3)n2C)n(C)c1=O	102.0	102.6	u	-5.5
COc1c(/C=N/NC(=O)[C@H]2C[C@@H]2c2ccccc2)c(CCN(C)C(C)=O)cc2c1OCO2	94.8	82.6	u	-9.9
O=C(N/N=C/c1cccn1-c1ccc([N+](=O)[O-])cc1)c1cccnc1	99.8	100.5	u	-5.6
O=C(N/N=C\c1ccc(Cl)s1)C1COc2ccccc2O1 (stereo not given)	100.6	100.6	u	2.5
C[n+]1cccc(/C=N/Nc2nc(Cl)c(C#N)c(Cl)c2Cl)c1	97.2	97.0	u	-52.0
CCOC(=O)C1C(=O)CC(C)(O)C(C(=O)OCC)C1c1ccc([N+](=O)[O-])cc1 (stereo not given)	101.3	99.4	u	2.2
COC(=O)c1c(-c2c(Cl)cccc2Cl)noc1C(=O)NN	97.9	94.4	u	-53.9
CCC(=Cc1ccc(CC)cn1)CC	92.7	94.7	x	-2.1
Cc1ccc(SC(=O)c2c(C)noc2-c2cc(C)on2)cc1	100.4	97.2	u	-0.3
Cc1ccc2c(c1)C(=O)C(=O)N2CC(=O)Nc1ccccc1NC(=O)c1ccccn1	96.9	100.4	u	-34.3
O=C(NCCN1CCN(Cc2ccccc2)CC1)Nc1cc(Cl)cc(Cl)c1	98.8	96.5	u	-8.7
CCOC(=O)c1ccc(NC(=O)c2nc[nH]c2C(=O)N[C@H](C)c2ccccc2)cc1	101.1	98.4	u	-47.5
CCn1c(=O)c2cc(C(=O)N(C)c3ccc(OC)cc3OC)sc2c2ccccc21	93.9	93.1	u	-2.5
CC(=O)Nc1ccc(N2CCN(c3ccc(C(F)(F)F)cn3)CC2)nc1	94.3	90.5	u	-15.5
Cc1cc(C)nc(SCc2cn3ccccc3n2)n1	98.2	95.2	u	-18.2
CCOC(=O)c1ccc(N2CCCCC2)c(NS(=O)(=O)c2cccc(C(F)(F)F)c2)c1	100.3	101.9	u	-2.9
O=C(O)CCn1c(O)c(C=C2N=c3ccccc3=N2)sc1=S	99.4	98.8	u	-48.5
CC[N+](C)(CC)CCC/C(=N/O)C(O)(c1ccccc1)c1ccccc1	100.5	107.1	u	-25.9
Cc1[nH]c(=O)[nH]c(=O)c1N1CCOCC1	96.8	96.1	u	-23.9
CCN(CC)S(=O)(=O)c1cc(NC(=O)NCCCl)ccc1C	100.6	99.5	u	-5.9
CNC(=S)N/N=C/c1c(C(=O)OC)cnn1-c1ccc(F)cc1F	105.7	112.6	u	-3.1
Nc1nc(C23CC4CC(CC(C4)C2)C3)[nH]c(=O)n1	99.6	103.9	u	2.8
O=C(O)c1cccnc1SC1CC(=O)N(c2ccccc2)C1=O (stereo not given)	98.2	96.0	u	5.1
C[N+](C)(C)C(Cc1c[nH]c2ccccc12)C(=O)[O-] (stereo not given)	105.3	106.3	u	-79.7
COc1ccc(CC(=O)Nc2nn(C)c3nc4c(C)cccc4cc23)cc1	99.2	92.4	u	-17.0
CCC1=C(OC(=O)N(CC)CC)N2C(=O)OC(=NCCc3c[nH]c4ccccc34)[C@]2(C)[C@H]2C1=CC[C@H]1C(=O)NC(=O)[C@H]12	89.6	80.0	u	-83.3
O=C(Nc1cscc1S(=O)(=O)c1ccc(Cl)cc1)c1ccccc1Cl	99.7	99.8	u	-28.2
NS(=O)(=O)c1ccc(N2C(=O)C(=O)/C(=C(/O)c3ccccc3)C2c2ccc(Cl)cc2)cc1 (stereo not given)	89.0	79.5	u	-44.2
CN(C)Cc1c(O)ccc2c1O/C(=C\C=C\c1ccccc1)C2=O	97.9	94.8	u	-38.5
Cc1c(C(=O)OC/C(O)=C(\C#N)c2nc3ccccc3[nH]2)oc2ccc(Br)cc12	99.8	98.8	u	-66.3
NC(=O)Nc1ccc(C(=O)OCC(=O)Nc2cccc(S(=O)(=O)NC3=NCCCCC3)c2)cc1	96.7	95.3	u	-10.7
Cc1cc(NC(=O)CCOc2ccc(F)cc2)no1	97.8	97.7	u	-15.0
CN1CCN(c2ccccc2NC(=O)c2cc3c(s2)-c2ccccc2OC3)CC1	100.0	103.1	u	-28.7
CC(C)=CCC1=C(OCC(=O)O)C(=O)c2ccccc2C1=O	99.6	97.1	u	-127.8
Cc1ccccc1NC(=O)Cc1nnc(N)s1	105.5	110.4	u	-22.8
O=[N+]([O-])c1ccc(OCc2cn([C@@H](CO)c3ccccc3)nn2)c(Br)c1	100.9	97.5	u	14.1
C=C1C(=O)O[C@@H]2[C@H]1[C@@H](OC(=O)/C(C)=C/C)C/C(C)=C\C(=O)/C=C(\C)[C@@H]2O	99.9	103.9	u	-55.2
O=C(NCc1ccccn1)c1cc(-c2ccc(Cl)cc2)oc1C(F)(F)F	99.5	99.2	u	-26.0
COC(=O)c1sccc1NC(=O)c1cccs1	96.2	91.8	u	-10.6
O=C(CSc1nnc2c(n1)[nH]c1ccccc12)Nc1ccc(N2CCOCC2)cc1	95.8	101.3	u	-27.6
Cc1cc(C)n(-c2ccc3nnc(C)n3n2)n1	99.5	102.2	u	-14.8
CCNc1cc(Nc2c(C)n(C)n(-c3ccccc3)c2=O)c([N+](=O)[O-])c2nonc12	102.0	99.8	u	7.8
Clc1ccc(C2=NOC(c3nnc(-c4ccccc4)o3)C2)cc1 (stereo not given)	90.6	90.0	u	-48.6
CC(C)S(=O)(=O)c1csc(NC(=O)Nc2cccc([N+](=O)[O-])c2)c1Cl	99.4	97.1	u	0.9
O=C(O)c1ccc(N/N=C/c2ccc(-c3ccccc3Cl)o2)cc1	102.8	105.3	u	-19.8
C/C(=N\NC(=S)NC1CCCCC1)c1cccc(C(F)(F)F)c1	112.5	105.8	u	-9.4
O=C1CCCc2cc3c(cc21)CC1(C3)Cc2cc3c(cc2C1)C(=O)CCC3	110.6	106.8	u	-1.6
